Screening results from PubChem BioAssay.
dFosB activator: activators of delta FosB homodimer, primary screen, biochemical, fluorescence polarization, TAMRA-CDK5 oligo, single point; Protein FosB (Mus musculus), P13346; purified delta FosB; percent of positive-control signal above neutral wells; activation, % at 25 µM; 0.99% of 340,000 active;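 active means mean activation above about 17%, with every replicate also reaching it, limit read from the data, passing the limit was not always enough; inconclusive means only one of the two conditions met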;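 further: fluorescence polarization rise as delta FosB binds a TAMRA Cdk5 AP-1 oligo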
SR-BI DiI-HDL act: activators of SR-BI mediated DiI-HDL uptake, primary screen, ldlA[mSR-BI] CHO cells, DiI fluorescence; 3 h; 100 = double the neutral-control signal; activation, % at 12.5 µM; 0.096% of 320,000 active; AID 504775, 2011;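 active means mean replicate activation of at least 60% and every replicate at or above 60%; inconclusive means mean or all-replicate condition met, but not both; inactive means mean below 60% and not all replicates reaching 60%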;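 further: 0% = median plate neutral-control signal and 100% = twice that signal; values of inactives mirror those of a sister screen read the other way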
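Test system: SR-BI-overexpressing, LDLR-lacking CHO cells. Measured by: DiI fluorescence, bottom read. Medium: Ham's F12 with 0.5% BSA, HEPES 25 mM, pH 7.4. Timing: 3 h uptake period with compound, 37 °C.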
PfHsp90 set2: growth inhibition of PfHsp90-expressing yeast, primary screen, antimalarial PfHsp90 inhibitor project, S. cerevisiae, BacTiter-Glo luminescence, single point, set 2. 0.32% of 310,000 active. inhibition, % at 9.4 µM. BacTiter-Glo ATP, 48 h; yeast lacking PDR1 and PDR3 efflux regulators;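 active means every replicate shows inhibition above about 80%, whatever the replicate mean, limit read from the data; inconclusive means mean inhibition reaches the set limit but some replicate falls short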;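 further: 0% = DMSO neutral controls and 100% = 20 µM radicicol positive controls; yeast relying on Plasmodium falciparum Hsp90 in place of its own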
SR-BI DiI inh: inhibitors of SR-BI mediated HDL lipid uptake, primary screen, ldlA[mSR-BI] cells, fluorescence, single point; Scavenger receptor class B member 1 (Mus musculus), Q61009; ldlA[mSR-BI] CHO cells, DiI-HDL uptake fluorescence, 3 h; inhibition, % at 12.5 µM; 0.96% of 320,000 active;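 active means mean replicate inhibition of at least 70% and a set share of replicates each scoring 70 or more; inconclusive means meets just one of the two criteria; inactive means fails both criteria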;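 further: 0% = median of neutral control wells and 100% = median of positive control wells; values of inactives mirror those of a sister screen read the other way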
Target sequence (Q61009 whole entry, looked up): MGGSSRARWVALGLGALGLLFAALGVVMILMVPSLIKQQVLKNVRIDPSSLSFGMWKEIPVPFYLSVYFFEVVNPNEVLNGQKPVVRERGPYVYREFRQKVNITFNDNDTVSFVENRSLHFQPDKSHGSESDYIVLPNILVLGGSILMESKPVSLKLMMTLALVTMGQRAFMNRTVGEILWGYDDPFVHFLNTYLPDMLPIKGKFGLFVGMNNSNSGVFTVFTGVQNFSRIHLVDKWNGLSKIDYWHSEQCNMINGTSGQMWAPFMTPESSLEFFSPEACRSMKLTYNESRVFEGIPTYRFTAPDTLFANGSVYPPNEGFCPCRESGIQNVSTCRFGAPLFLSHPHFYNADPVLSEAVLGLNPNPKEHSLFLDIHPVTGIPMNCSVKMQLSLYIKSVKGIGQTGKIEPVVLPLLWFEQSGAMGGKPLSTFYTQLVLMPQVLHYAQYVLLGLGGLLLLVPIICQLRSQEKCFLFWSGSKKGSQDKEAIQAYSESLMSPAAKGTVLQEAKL
MITF TRPM1 HTS: activators of MITF-driven TRPM1 promoter reporter, primary screen, cell-based, SK-MEL-5, luciferase, single point; activation, % at 12.5 µM; 0.75% of 300,000 active; SK-MEL-5 TRPM1-promoter luciferase, 24 h; % of positive control, neutral wells = 0; AID 588334, 2011;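 active means mean activation of at least 80% with every replicate also reaching 80%; inconclusive means mean reaches 80% but some replicate falls short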;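 further: 0% = neutral control wells and 100% = parthenolide positive control wells; values of inactives mirror those of a sister screen read the other way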
CAL PDZ FP-1: untagged CAL PDZ binding inhibitors, primary screen, biochemical, fluorescence polarization, HTS; Golgi-associated PDZ and coiled-coil motif-containing protein (Homo sapiens), Q9HD26; purified CAL PDZ, TMR-peptide fluorescence polarization, 1 h; inhibition, % at 24.9 µM; 0.92% of 300,000 active; AID 602252, 2012;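 active means mean inhibition of at least 30% with at least half of replicates also reaching 30%; inconclusive means no clear call, values can overlap the other calls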;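 further: 0% = DMSO neutral control and 100% = excess unlabeled competitor peptide PRC23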
CAL PDZ FP-2: CAL PDZ peptide-binding inhibitors, primary screen, biochemical, fluorescence polarization, Cer-tagged CAL PDZ, HTS; Golgi-associated PDZ and coiled-coil motif-containing protein (Homo sapiens), Q9HD26; inhibition, % at 20 µM; AID 504414, 2011; 0.02% of 330,000 active; purified CAL PDZ, TMR-peptide fluorescence polarization, 1 h;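 active means highest replicate inhibition of at least 40%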;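 further: plate controls were DMSO neutral control wells for no effect and unlabeled competitor peptide control wells for full effect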
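Test system: tagged CAL PDZ domain / Buffer or medium: sodium phosphate/NaCl buffer pH 7.4 with TCEP, IgG, Thesit / Reagent: TMR-labelled reporter peptide T*-PRC34 bound in PDZ groove / Compound dosing: single point, 20 µM / Schedule: 1 h incubation at room temperature before polarization reading / Technique: fluorescence polarization (mP) / Benchmarks: unlabelled peptide, DMSO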
NSD2 HMT inh: NSD2 histone methyltransferase inhibitors, primary screen, biochemical, AlphaScreen, single concentration, set 2. NSD2 peptide methylation, 120 min. inhibition, % at 12.5 µM. 0.54% of 310,000 active. AID 743445, 2014; in the data active means inhibition above about 50%
Rtt109 HAT inh: inhibitors of C. albicans Rtt109/Vps75 HAT, primary screen, biochemical, ThioGlo CoA-SH fluorescence, plate reader. Histone acetyltransferase RTT109 (Candida albicans (strain SC5314 / ATCC MYA-2876)), …. purified Rtt109/Vps75, 4 h. inhibition, % at 34.9 µM. 0.16% of 330,000 active. AID 540336, 2011;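 active means inhibition of at least 50% in every replicate; inconclusive means best replicate reaches 50% inhibition but some replicates fall short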
Target sequence (Q5AAJ8 whole entry, looked up): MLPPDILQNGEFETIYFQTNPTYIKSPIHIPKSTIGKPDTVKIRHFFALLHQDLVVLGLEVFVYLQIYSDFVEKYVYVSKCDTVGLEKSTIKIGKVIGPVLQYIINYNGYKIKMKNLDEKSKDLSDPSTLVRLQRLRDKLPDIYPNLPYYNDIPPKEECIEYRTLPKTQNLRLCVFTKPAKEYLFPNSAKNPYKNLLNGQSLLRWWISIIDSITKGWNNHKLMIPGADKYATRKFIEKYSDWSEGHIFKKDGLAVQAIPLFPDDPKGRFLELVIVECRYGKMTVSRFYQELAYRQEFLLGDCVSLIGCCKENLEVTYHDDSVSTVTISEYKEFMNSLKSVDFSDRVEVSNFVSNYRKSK
PvdQ inh: P. aeruginosa PvdQ acylase inhibitors, primary screen, biochemical, fluorescence, plate reader and imaging, single point | PvdQ acylase [Pseudomonas aeruginosa LESB58] | purified PvdQ acylase | inhibition, % at 10 µM | 0.063% of 340,000 active; in the data active means inhibition above about 30%, passing the limit was not always enough; inconclusive means no clear call, values can overlap the other calls;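 further: 0% = vehicle neutral wells and 100% = reference inhibitor wells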
Numbers without * were called inactive; ? = inconclusive; nt = not tested or not shown.

entry	molecule	dFosB activator	SR-BI DiI-HDL act	PfHsp90 set2	SR-BI DiI inh	MITF TRPM1 HTS	CAL PDZ FP-1	CAL PDZ FP-2	NSD2 HMT inh	Rtt109 HAT inh	PvdQ inh
1	Cc1cc(NC(=O)CSCC(=O)N(C)Cc2ccc(F)cc2)no1	-5	-6	1	6	8	-3	-1.7	0	3	-4
2	CCN1C(=O)C2(C(C#N)=C(N)Oc3n[nH]c(-c4ccc(Cl)cc4)c32)c2ccccc21 (configuration not stated)	-9	19	25	-19	nt	-6	-3.7	-1	-3	-13
3	CCOC(=O)C1CCN(c2c(NCc3ccc(C(=O)NC(C)CC)cc3)c(=O)c2=O)CC1 (configuration not stated)	-6	1	4	-1	nt	nt	-0.2	-1	8	2
4	CC(C)(c1cc(Br)c(O)c(Br)c1)c1cc(Br)c(O)c(Br)c1	1	-5	?	5	4	-32	-2.0	nt	-2	-21
5	Cc1cc2cc(C(c3nnnn3Cc3ccccc3)N3CCc4ccccc43)c(=O)[nH]c2cc1C (configuration not stated)	-10	-18	14	18	-12	-4	-0.5	9	0	-4
6	Cc1cc(S(=O)(=O)N(Cc2ccccn2)Cc2ccco2)ccc1-n1cnnn1	-5	13	1	-13	-10	-4	-0.6	12	-3	1
7	CC1CCCCN1C(=S)Nc1ccc(OC(F)F)cc1 (configuration not stated)	5	6	15	-6	-1	-3	-2.6	0	22	16
8	CC(C)(C)n1nc2c(c1NC(=O)COc1ccc(Cl)cc1)CSC2	-4	-12	-24	12	-7	-3	-2.8	nt	nt	-7
9	O/N=C/c1nc2cc(Cl)ccc2o1	-3	20	nt	-20	-17	-6	-2.6	5	1	-25
10	O=C(Cn1nc(C(F)(F)F)c2c1CCC2)NCc1ccc(Cl)cc1	3	-3	17	3	-4	-1	-1.1	-2	0	-2
11	Cc1nnc(N(Cc2ccco2)C(=O)c2ccc(C#N)cc2)s1	-3	-17	24	17	nt	nt	-0.3	-4	13	-1
12	COc1ccc(NS(=O)(=O)c2ccc(C)c(NC(=O)CNC(=O)c3ccco3)c2)cc1	-16	9	nt	-9	-3	-4	-1.6	0	-7	-9
13	Cc1ccc(N2CC(C(=O)Nc3ccc(S(=O)(=O)N4CCOCC4)cc3)CC2=O)cc1 (configuration not stated)	-9	-24	1	24	-8	1	-1.6	6	-11	-6
14	CCC1CCC(C(=O)NC(C(=O)NCCc2ccc(S(N)(=O)=O)cc2)C(C)C)CC1 (configuration not stated)	73*	-8	29	8	3	-1	-0.9	-3	nt	10
15	Cc1cccc(N2CCN(C(=O)c3ccc4c(c3)NC(=O)C(CSCc3cccc(F)c3)N4)CC2C)c1 (configuration not stated)	-8	27	20	-27	-4	-4	-1.4	nt	19	-9
16	COc1ccccc1/C=C/C=N/n1c(-c2cc(C)[nH]n2)n[nH]c1=S	2	nt	9	nt	12	-5	0.4	9	3	4
17	COc1ccc(CCNC(=O)c2ccccc2NC(=O)C2=C(C)OCCS2)c(OC)c1	-2	-59	-20	59	-10	-2	-2.6	4	2	-11
18	COc1cc(/C=N/Nc2ccc([N+](=O)[O-])cn2)cc(OC)c1O	-4	-33	3	33	11	-5	1.0	0	-6	-4
19	COc1ccc(CNC(=O)c2ccccc2SCC(=O)NCc2ccco2)cc1	3	13	-38	-13	0	-2	-1.2	2	-10	-13
20	Cc1ccc(C2CC(=O)NC(SCC(=O)OCc3ccccc3)=C2C#N)o1 (configuration not stated)	-8	2	21	-2	-20	-4	-0.4	3	-7	-9
21	N#Cc1ccccc1OCC(=O)N(Cc1nnc(-c2ccccc2Cl)o1)C1CC1	-17	7	-21	-7	5	-4	-1.8	-1	34	-12
22	CN(NC(=O)Nc1ccc(Cl)cc1)c1ncc(C(F)(F)F)cc1Cl	?	-3	15	3	nt	-3	-1.2	8	5	-8
23	O=C(/C=C/c1ccc(F)cc1)NC(=S)Nc1ccccc1	12	-17	-31	17	30	-4	-1.2	0	-4	-16
24	Cc1ccc(CC(CC(=O)Nc2cccc(C(F)(F)F)c2)C(=O)O)cc1 (configuration not stated)	-12	-6	-9	6	-13	-4	-1.4	-2	-5	-6
25	CC(=O)Oc1ccc2ccc(=O)oc2c1	-1	19	-12	-19	nt	0	0.7	nt	-9	-9
26	O=C(C[n+]1ccccc1)c1ccc(NC(=O)c2ccccc2)cc1	-9	-5	9	5	-5	-2	-4.7	0	-1	-6
27	CCN1c2ccccc2S(=O)(=O)c2ccccc21	-3	15	-9	-15	-1	0	0.5	-2	-2	-9
28	CN(C(=O)c1ccccc1NC(=O)C(F)(F)F)c1ccccc1	0	12	-4	-12	-6	2	0.9	32	0	2
29	COc1ccccc1N1CCN(C(=O)COc2ccc(S(=O)(=O)NC(C)C)cc2)CC1	-5	5	-18	-5	-1	-2	0.3	13	-7	-14
30	COc1ccc(S(=O)(=O)Nc2ccccc2OC)cc1NC(=O)CC1CC2CCC1C2 (configuration not stated)	-11	-29	-4	29	-21	-2	-0.8	-4	2	-5

Full records from above. Values in the order: dFosB activator | SR-BI DiI-HDL act | PfHsp90 set2 | SR-BI DiI inh | MITF TRPM1 HTS | CAL PDZ FP-1 | CAL PDZ FP-2 | NSD2 HMT inh | Rtt109 HAT inh | PvdQ inh
O/N=C/c1nc2cc(Cl)ccc2o1 is listed as -3 | 20 | nt | -20 | -17 | -6 | -2.6 | 5 | 1 | -25
Cc1cc(NC(=O)CSCC(=O)N(C)Cc2ccc(F)cc2)no1 is listed as -5 | -6 | 1 | 6 | 8 | -3 | -1.7 | 0 | 3 | -4

More compounds follow.
entry	molecule	dFosB activator	SR-BI DiI-HDL act	PfHsp90 set2	SR-BI DiI inh	MITF TRPM1 HTS	CAL PDZ FP-1	CAL PDZ FP-2	NSD2 HMT inh	Rtt109 HAT inh	PvdQ inh
31	Cc1noc(C)c1S(=O)(=O)N1CCC(C(=O)NC2CCCc3ccccc32)CC1 (configuration not stated)	-11	-16	7	16	0	-1	-0.7	-2	-3	-22
32	CCn1c(Cc2c(C)[nH]c3ccccc23)nnc1SCC(N)=O	-6	14	nt	-14	7	-5	0.2	1	-2	2
33	O=C(NC1CCCCC1)C1CCCN(c2nnnn2-c2ccccc2)C1 (configuration not stated)	-6	14	4	-14	11	-3	-3.1	1	22	27
34	CC(Oc1ccc(Cl)cc1Cl)C(=O)Nc1ccc(N2CCN(C)CC2)cc1 (configuration not stated)	-2	-22	nt	22	nt	-8	0.0	nt	4	-8
35	O=C(C(=O)N1CCN(Cc2ccc3c(c2)OCO3)CC1)c1c[nH]c2ccccc12	-6	3	-26	-3	-17	-6	-1.7	8	11	2
36	Cc1ccc(NC(=O)N2CCC(C(=O)NCc3ccccc3)CC2)cc1	-4	-6	5	6	-5	-2	0.1	0	12	2
37	CC(C(=O)NCCN1C(=O)S/C(=C\c2cccnc2)C1=O)N1C(=O)c2ccccc2C1=O (configuration not stated)	-9	21	5	-21	11	-4	-2.4	0	nt	12
38	COCCNC(=O)CCCCCn1c(=S)[nH]c2ccccc2c1=O	-11	-1	nt	1	4	nt	-0.1	-1	6	-7
39	COc1ccccc1NC(=S)N(Cc1ccco1)Cc1cc2cccc(C)c2[nH]c1=O	3	10	-3	-10	3	1	-1.1	2	15	1
40	CCCn1c2ccccc2c2nnc(SC(CC)C(=O)Nc3cc(C)on3)nc21 (configuration not stated)	-8	-39	-38	39	-5	-3	-1.5	0	2	-6
41	CCSC1=C(C#N)C(c2cccc(Br)c2)CC(=O)N1 (configuration not stated)	1	20	-20	-20	-1	-9	-1.7	1	-7	-3
42	Cc1ccc(C)c(S(=O)(=O)N(C(=O)c2ccncc2)c2ccc(OC(=O)c3ccncc3)cc2)c1	-5	-4	-71	4	3	nt	-1.2	-1	-4	-1
43	Cc1cccc(C)c1NC(=O)C(c1cccc([N+](=O)[O-])c1)N(C)C(=O)c1ccccn1 (configuration not stated)	-1	17	nt	-17	-2	-3	-0.7	-4	0	-5
44	CCCCCCC1CC(CC(=O)Nc2ccc([N+](=O)[O-])cc2)C(=O)O1 (configuration not stated)	1	-10	3	10	-4	2	0.2	-1	15	3
45	COc1ccc(C(CC(=O)O)NC(=O)COc2ccc(C)cc2)cc1OC (configuration not stated)	-2	27	17	-27	15	-1	-1.1	-3	1	-11
46	COc1ccc2[nH]c(C(=O)NCc3ccc4c(c3)OCO4)cc2c1	-9	-15	-1	15	nt	nt	-0.2	4	3	-11
47	CCOC(=O)C1(CCCc2ccccc2)CCN(C(=O)CCn2cnnn2)CC1	-11	nt	-4	nt	1	-2	-2.7	-4	-2	-18
48	NC(=O)C1Cc2ccccc2CN1S(=O)(=O)c1ccc(Cl)s1 (configuration not stated)	1	2	11	-2	-1	-3	-3.3	89*	-1	-17

Not a hit list; 4.3% or so of the library scored in one or more.
